# DAGLB inhibitor: diacylglycerol lipase beta (human) inhibition. Q8NCG7. HEK293T DAGLB membrane lysate, EnzChek fluorogenic substrate. inhibition, % at 5.17 µM. 340,000 compounds, 0.059% hits. AID 504411; in the data active = inhibition above about 34%;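 note: 0% = enzyme with vehicle and 100% = wells lacking enzyme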
# Target sequence (Q8NCG7 whole entry, looked up): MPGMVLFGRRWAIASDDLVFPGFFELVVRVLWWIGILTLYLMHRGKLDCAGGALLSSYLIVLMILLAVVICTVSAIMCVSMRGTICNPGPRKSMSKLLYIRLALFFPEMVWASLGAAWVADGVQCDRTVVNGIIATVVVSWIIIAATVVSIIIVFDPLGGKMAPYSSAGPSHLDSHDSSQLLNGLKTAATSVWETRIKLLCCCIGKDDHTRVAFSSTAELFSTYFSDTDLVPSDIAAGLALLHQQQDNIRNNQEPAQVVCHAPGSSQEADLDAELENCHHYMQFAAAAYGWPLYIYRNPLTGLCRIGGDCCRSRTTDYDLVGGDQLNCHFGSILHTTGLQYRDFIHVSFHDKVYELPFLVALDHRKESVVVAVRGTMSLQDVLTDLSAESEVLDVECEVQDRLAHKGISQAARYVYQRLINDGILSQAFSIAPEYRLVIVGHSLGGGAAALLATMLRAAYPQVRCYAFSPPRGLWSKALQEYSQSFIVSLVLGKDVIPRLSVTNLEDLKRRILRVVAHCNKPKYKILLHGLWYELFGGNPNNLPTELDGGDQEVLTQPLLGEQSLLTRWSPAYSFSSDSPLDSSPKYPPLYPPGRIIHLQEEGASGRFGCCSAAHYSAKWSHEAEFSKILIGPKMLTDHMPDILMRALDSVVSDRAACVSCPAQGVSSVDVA
# PKA-R1A act: activates the PKA-R1A holoenzyme complex; 340,000 compounds, 0.083% hits; activation, % at 11.4 µM; PKA-R1A dissociation, Cy5-IP20 fluorescence polarization; scaled: DMSO 0%, 113 µM cGMP 100%; P00514+P68181;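 active = percent activation above the mean of all tested compounds plus 3 SD, cut at about 19% in these data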;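 note: higher means more PKAc released from R1A so a rise in polarization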
# phage Ecoli inh: E. coli growth loss with phage present; growth absorbance; inhibition, % at 11.9 µM; 360,000 compounds, 0.26% hits; in the data active = inhibition above about 11%
# PKA-R2B act: PKA-R2B complex activation | P22694+P31323 | PKA-R2B holoenzyme dissociation, Cy5-IP20 fluorescence polarization; R2B truncated from residue 108, S112A mutant; 0% DMSO only, 100% 113 µM cGMP | activation, % at 11.4 µM | 340,000 compounds, 0.079% hits | AID 504700;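 active = activation above a cutoff set at the mean over all compounds plus 3 SD, cut at about 18% in these data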;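 note: higher means more holoenzyme dissociation and a rise in polarization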
# Target sequence (P31323 whole entry, looked up, other chains not shown, the tested form may be a part): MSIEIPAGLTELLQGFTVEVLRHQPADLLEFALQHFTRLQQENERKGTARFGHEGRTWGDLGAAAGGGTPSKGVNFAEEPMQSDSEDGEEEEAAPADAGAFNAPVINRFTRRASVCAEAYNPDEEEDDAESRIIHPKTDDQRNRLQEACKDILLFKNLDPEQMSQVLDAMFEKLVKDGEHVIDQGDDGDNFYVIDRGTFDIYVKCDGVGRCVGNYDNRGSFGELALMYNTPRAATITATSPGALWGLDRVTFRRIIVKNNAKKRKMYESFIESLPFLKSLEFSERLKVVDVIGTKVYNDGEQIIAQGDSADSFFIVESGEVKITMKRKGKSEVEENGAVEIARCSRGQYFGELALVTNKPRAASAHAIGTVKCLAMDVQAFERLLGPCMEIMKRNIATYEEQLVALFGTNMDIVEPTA
# * hit, by the source's call. Only part of the results is shown, so the mix of outcomes need not match the whole.
DAGLB inhibitor,PKA-R1A act,phage Ecoli inh,SMILES,PKA-R2B act
-0.4,-7.9,1.2,CC1CCN(c2ccc3c(c2)S(=O)(=O)c2cc(C(=O)O)ccc2C3=O)CC1,-8.3
-2.9,-1.4,-1.4,CCCCOc1ccc(C(=O)NCC(=O)OCCCOC(=O)CNC(=O)c2ccc(OCCCC)cc2)cc1,-4.4
-0.6,6.5,1.3,CCOC(=O)N(C)C[C@@H]1OCc2cn(nn2)CCCC(=O)N([C@@H](C)CO)C[C@H]1C,2.5
-1.9,-5.5,3.4,CC(C)CC1C(=O)N(Cc2cn(CCC3OCCCO3)nn2)CCS(=O)(=O)N1Cc1ccc(-c2ccncc2)cc1 (centres undefined),-2.9
4.7,-6.5,4.0,Cc1ccc(S(=O)(=O)N2C[C@H]3n4c(=O)ccc(=O)n4C[C@H](OC(=O)NCc4ccccc4)[C@@]3(O)C2)cc1,-0.4
-10.3,-1.4,0.6,CC1(C)CC(=O)C=C(c2ccc(COC(=O)c3cccc(C(F)(F)F)c3)cc2)C1=O,-5.3
-3.9,-10.5,1.5,CC1C(=O)N(Cc2cn(CCC3OCCO3)nn2)CCS(=O)(=O)N1Cc1ccc(-c2ccc(Cl)cc2)cc1 (centres undefined),6.6
-4.2,7.6,6.1,COc1ccc(C(=O)C(C)OC(=O)C2CC3CCCC(C2)C3=O)cc1 (centres undefined),0.3
-0.1,4.4,1.6,CCN1C(=O)[C@H]2[C@@H](c3ccc(OC)cc3)N[C@]3(CCCN(Cc4ccc(F)cc4)C3=O)[C@H]2C1=O,14.6
-0.2,-0.9,2.1,CCN(CC)C(=O)C1=C(C)N(CCCOC)C(=O)C(CC(=O)NC2CCCC2)C1 (centres undefined),0.6
-1.2,-4.0,1.6,Cc1c(NC(=O)CSc2nnc(-c3ccccc3F)o2)c(=O)n(-c2ccccc2)n1C,3.4
-0.7,6.0,1.1,COc1ccc(NC(C)=O)cc1S(=O)(=O)NCc1ccc2c(c1)OCO2,1.2
-14.1,13.3,3.4,CCOC(=O)c1nc2ccc(C)cc2c2c1C1CC(c3c(Cl)cccc31)N2C(=O)OCc1ccccc1 (centres undefined),-8.3
1.3,9.3,1.1,C[C@H]1CN([C@@H](C)CO)C(=O)CCCn2cc(nn2)CO[C@@H]1CN(C)C(=O)Nc1ccc(N2CCN(C)CC2)cc1,-2.0
-4.4,-2.5,1.9,COc1ccc(/C=C/C(=O)OCC(=O)N2c3ccccc3CC2C)c(OC)c1 (centres undefined),-4.7
1.5,7.3,0.6,C[C@H](CO)N1C[C@H](C)[C@@H](CN(C)Cc2cncnc2)Oc2cc(Br)ccc2S1(=O)=O,-6.5
-0.4,-4.1,1.6,C[C@H]1CN([C@@H](C)CO)C(=O)CCCn2nncc2CO[C@@H]1CN(C)C(=O)c1ccccc1,11.0
0.9,-16.0,1.7,CC(C)CC1C(=O)N(Cc2cn(CCC3OCCO3)nn2)CCS(=O)(=O)N1Cc1ccc(-c2ccncc2)cc1 (centres undefined),-0.6
0.5,0.8,0.0,C[C@@H]1CN([C@H](C)CO)C(=O)CCCn2nncc2CO[C@H]1CN(C)S(=O)(=O)c1ccccc1,-2.0
-1.3,-4.3,1.2,CCC(=O)N(Cc1cc2cc(OC)ccc2[nH]c1=O)c1ccccc1OC,-9.1

# Going on with the list.
DAGLB inhibitor,PKA-R1A act,phage Ecoli inh,SMILES,PKA-R2B act
0.3,-4.9,0.8,COc1cc2ccc(CC(N)=O)cc2cc1OC,7.1
-1.5,7.3,1.9,Cn1c(=NN=Cc2ccccc2OCCO)sc2ccccc21,-3.3
-0.2,1.4,1.5,Cc1noc(C)c1NC(=O)N(C)C[C@@H]1OCc2cnnn2CCCC(=O)N([C@H](C)CO)C[C@@H]1C,-9.3
0.3,4.5,2.2,CCc1nc(NCc2cccs2)c2nnn(Cc3ccccc3)c2n1,0.4
5.6,7.8,2.5,C[C@@H]1CN([C@@H](C)CO)C(=O)CCCn2cc(nn2)CO[C@H]1CN(C)S(=O)(=O)c1ccc(Cl)cc1,12.2
-1.4,-1.9,1.1,COCCNc1nnc(SCC(=O)c2cc(C)n(C3CC3)c2C)s1,0.8
-4.7,-2.9,1.7,O=C1CC[C@@H](C(=O)N2CSC[C@@H]2C(=O)Nc2cccc(C(F)(F)F)c2)N1,-13.0
-1.2,0.3,0.9,COc1ccccc1-c1ccccc1C1=CC(=O)CC(C)(C)C1=O,-1.3
-0.5,-8.4,2.8,Cc1ccc(S(=O)(=O)N2CCN(C(=O)c3ccc(-n4cncn4)c([N+](=O)[O-])c3)CC2)c(C)c1,-7.8
1.9,5.4,3.1,COc1ccc(/C=C(/NC(=O)c2ccco2)C(=O)NCc2ccco2)cc1,1.2
-1.3,-6.2,0.4,C[C@@H]1CN([C@@H](C)CO)C(=O)CCCn2nncc2CO[C@@H]1CN(C)S(=O)(=O)c1ccc(Oc2ccccc2)nc1,-0.8
-3.7,-5.0,-0.6,O=C(C[C@H]1C[C@@H]2c3cc(NC(=O)C4CCC4)ccc3O[C@@H]2[C@H](CO)O1)NC1CCCCC1,-4.9
-1.4,6.9,2.2,Cc1cccc(NC(=O)COC(=O)c2nn(-c3ccccc3C(F)(F)F)cc2O)c1C,-4.0
-3.1,-4.6,1.1,CCC(CC)c1nnc(NC(=O)CSCc2c(C)noc2C)s1,1.7
-0.6,2.0,-0.4,C[C@@H]1CCCCO[C@H](CN(C)Cc2ccc(Cl)c(Cl)c2)[C@@H](C)CN([C@H](C)CO)C(=O)c2cc(N(C)C)ccc2O1,0.2
-2.8,2.8,1.3,O=C1C(=Cc2ccccn2)CCc2ccccc21,5.9
9.3,0.9,4.5,CC(Oc1ccc(Br)cc1)C(=O)N(Cc1ccccc1)c1c(N)n(Cc2ccccc2)c(=O)[nH]c1=O (centres undefined),0.2
0.2,-6.1,-2.6,O=C(NCCc1ccc(Cl)cc1)c1cc(S(=O)(=O)N2CCCC2)ccc1F,-8.9
0.1,1.7,1.3,COc1ccccc1CNC(=O)C[C@@H]1C[C@H]2c3cc(NC(=O)c4ccc5c(c4)OCO5)ccc3O[C@H]2[C@@H](CO)O1,-1.0
-0.8,0.3,0.9,CNS(=O)(=O)c1ccc(CNC[C@H]2O[C@@H](n3cc(C)c(=O)[nH]c3=O)C[C@@H]2O)cc1,4.1

# Profiles as entered above:
# Profile of CCc1nc(NCc2cccs2)c2nnn(Cc3ccccc3)c2n1 → DAGLB inhibitor = 0.3; PKA-R1A act = 4.5; phage Ecoli inh = 2.2; PKA-R2B act = 0.4
# Profile of Cc1c(NC(=O)CSc2nnc(-c3ccccc3F)o2)c(=O)n(-c2ccccc2)n1C → DAGLB inhibitor = -1.2; PKA-R1A act = -4.0; phage Ecoli inh = 1.6; PKA-R2B act = 3.4
# Profile of Cc1ccc(S(=O)(=O)N2CCN(C(=O)c3ccc(-n4cncn4)c([N+](=O)[O-])c3)CC2)c(C)c1 → DAGLB inhibitor = -0.5; PKA-R1A act = -8.4; phage Ecoli inh = 2.8; PKA-R2B act = -7.8

# 3 records drawn at random from the list so far, as already listed:
DAGLB inhibitor,PKA-R1A act,phage Ecoli inh,SMILES,PKA-R2B act
-0.8,0.3,0.9,CNS(=O)(=O)c1ccc(CNC[C@H]2O[C@@H](n3cc(C)c(=O)[nH]c3=O)C[C@@H]2O)cc1,4.1
-0.2,1.4,1.5,Cc1noc(C)c1NC(=O)N(C)C[C@@H]1OCc2cnnn2CCCC(=O)N([C@H](C)CO)C[C@@H]1C,-9.3
-0.6,2.0,-0.4,C[C@@H]1CCCCO[C@H](CN(C)Cc2ccc(Cl)c(Cl)c2)[C@@H](C)CN([C@H](C)CO)C(=O)c2cc(N(C)C)ccc2O1,0.2

# Next entries:
DAGLB inhibitor,PKA-R1A act,phage Ecoli inh,SMILES,PKA-R2B act
-5.3,1.9,-3.0,C[C@@H]1CCCCO[C@H](CN(C)C(=O)Cc2ccccc2)[C@@H](C)CN([C@H](C)CO)C(=O)c2cc(NC(=O)Nc3ccccc3)ccc2O1,-4.6
0.7,1.8,3.1,CCN(CC)S(=O)(=O)c1cccc(NC(=O)COC(=O)c2[nH]c(C)c(C(C)=O)c2C)c1,-4.8
-3.5,2.3,3.3,O=C1c2[nH]c3ccccc3c2CC1N1C(=O)c2ccccc2C1=O (centres undefined),7.4
-2.7,-6.9,2.8,COc1ccc(NC(=S)Nc2ccc(S(=O)(=O)N3CCCCC3)cc2)cc1,-9.3
-1.5,-12.4,-0.1,COc1ccc(CN2C(=O)C(CC(=O)NCCCCc3ccccc3)CC(C(=O)N(C(C)C)C(C)C)=C2C)cc1 (centres undefined),-8.7
-2.5,-22.6,-1.9,CC(C)C1C(=O)N(Cc2cn(Cc3ccco3)nn2)CCS(=O)(=O)N1Cc1ccc(-c2ccc(Cl)cc2)cc1 (centres undefined),-9.8
-1.6,14.8,2.2,COc1ccc(S(=O)(=O)N2CCOCC2)cc1NC(=O)c1ccc(SC)cc1OC,2.9
-0.6,-7.4,1.8,COc1ccc(Cc2nc3ccc(C(=O)N4CCC(C(N)=O)CC4)cc3o2)cc1,-1.4
-1.7,-8.6,2.3,C[C@H](CO)N1C[C@H](C)[C@@H](CN(C)C(=O)C2CCCCC2)OCc2cnnn2CCCC1=O,7.8
-0.8,-13.2,-1.2,CC(C)C1C(=O)N(Cc2cn(CCC3OCCO3)nn2)CCS(=O)(=O)N1Cc1ccc(-c2ccc(Cl)cc2)cc1 (centres undefined),-16.9
0.4,7.9,3.1,CCCNC(=O)CSc1ccc(S(=O)(=O)N(C)C2CCCCC2)cn1,12.9
0.2,6.4,2.8,COc1ccc(C(O)c2cnc(C)n2Cc2ccccc2)cc1 (centres undefined),5.2
0.9,-0.3,-0.5,Cc1ccccc1C(=O)NCC(=O)OCC(=O)NNC(=O)c1ccccc1F,1.1
0.8,-4.3,0.1,CCN(CC)C(=O)C1=C(C)N(CCCN2CCCC2=O)C(=O)C(CC(=O)NCc2cccc3ccccc23)C1 (centres undefined),-17.3
0.0,3.8,3.8,CCCc1nn2c(-c3ccccc3)nnc2o1,-3.3
-3.8,0.5,1.3,Cc1cccc(NC(=O)c2nc[nH]c2C(=O)NC[C@@H](C)O)c1,-0.9
9.2,-1.4,3.4,CCCNC(=O)N(C)C[C@@H]1Oc2cc(Br)ccc2S(=O)(=O)N([C@@H](C)CO)C[C@H]1C,-2.4
-1.6,-1.6,2.4,Cc1cccc(NC(=O)CSc2nc3ccccc3c(=O)n2C)c1C,14.0
-0.4,2.0,0.6,C[C@@H]1CCCCO[C@@H](CN(C)C(=O)c2ccncc2)[C@@H](C)CN([C@H](C)CO)C(=O)c2cc(NC(=O)Cc3ccccc3)ccc2O1,3.5
-1.9,-7.4,2.7,O=c1cc(CO)[nH]nc1CO,9.8

# Later entries.
DAGLB inhibitor,PKA-R1A act,phage Ecoli inh,SMILES,PKA-R2B act
-8.7,1.2,-1.9,C[C@@H]1CN([C@@H](C)CO)C(=O)c2cc(NC(=O)C3CCCCC3)ccc2O[C@@H](C)CCCCO[C@H]1CN(C)S(=O)(=O)c1ccc(Cl)cc1,1.7
1.2,1.3,2.5,C[C@@H]1CN([C@@H](C)CO)S(=O)(=O)c2ccc(Br)cc2O[C@@H]1CN(C)Cc1ccccn1,-1.9
-1.8,2.9,0.9,Cc1cccc(C)c1NC(=O)CN(C)C(=O)c1ccc(OCc2ccccc2)cc1,-3.4
0.7,-21.4,4.1,CCC(=O)N(C)C[C@H]1Oc2ncc(C#Cc3ccncc3)cc2C(=O)N([C@@H](C)CO)C[C@@H]1C,-1.2
-5.0,1.6,3.7,C[C@H](CO)N1C[C@H](C)[C@@H](CN(C)S(=O)(=O)c2ccc(Oc3ccccc3)cc2)OCc2cn(nn2)CCCC1=O,-5.7
-0.3,-5.2,4.8,COc1ccccc1-c1cc2nc(-c3ccccc3)cc(N3CCN(C(=O)c4ccoc4)CC3)n2n1,-7.5
-2.8,5.0,2.4,O=C(c1ncn2c1c(=O)[nH]c1ccccc12)N1CCc2ccccc2C1,0.3
1.7,-4.5,-2.5,O=C(Nc1oc2ccccc2c(=O)c1-c1ccccc1)c1ccco1,7.0
-2.0,-2.1,0.2,CC(C)(c1ccc(O)cc1)c1ccc(O)c(C(=O)O)c1,-1.4
-0.4,-0.1,1.7,COc1ccc(CN2C(=O)C(CC(=O)NCCCCc3ccccc3)CC(C(=O)N3CCOCC3)=C2C)cc1 (centres undefined),-9.5
-3.5,1.8,-3.4,CC1(C)CC(Cc2ccc(C(=O)c3ccccc3)cc2)N(C(=O)OC(C)(C)C)N1 (centres undefined),0.0
12.7,8.2,2.5,Nc1ccc2c3c(ccc([N+](=O)[O-])c13)CC2,-0.5
0.4,-19.4,-0.2,C[C@@H]1CN([C@@H](C)CO)C(=O)c2cc(C#Cc3cccc(F)c3)cnc2O[C@H]1CN(C)C(=O)C1CCCCC1,-8.1
-3.0,-6.0,4.9,O=C(CNC(=O)c1ccc(Br)cc1)OC1CCOC1=O (centres undefined),-4.0
-5.7,-4.8,1.9,O[C@H]1CN(CC2CCCCC2)[C@@H](c2ccc(Cl)cc2)C[C@@H]1n1cc(C2CC2)nn1,7.0
0.8,2.5,0.5,N#CCCN(C(=O)COC(=O)c1ccc(Cl)nc1)c1ccc2c(c1)OCCO2,-8.6
2.4,-13.9,5.0,Cc1cccc(-c2ccc3[nH]c4c(c3c2)CCN2C[C@@H]([C@H](C)O)[C@@H](N(C)C(=O)NC3CCCCC3)C[C@@H]42)c1,-0.8
1.9,-1.1,3.4,CCN(CC)C(=O)C1=C(C)N(Cc2ccccc2)C(=O)C(CC(=O)NCc2ccco2)C1 (centres undefined),-3.5
